Source: PubChem BioAssay
WT yeast gro inh = growth inhibition of WT yeast, mitochondrial fusion screen; mitochondrial fusion phenotypic screen, WT strain; inhibition, % at 10 µM; hit rate 2.1% among 190,000; AID 1362; in the data active = inhibition above about 58%; tested in S. cerevisiae
Dynein cargo inh = blocks dynein driven cargo transport along microtubules; 3617.4 mouse cells, GR-EGFP nuclear translocation imaging; test concentration mostly 20 µM; stimulated with dexamethasone, 1 µM; active compounds read low; z-score, hits read low; hit rate 0.47% among 220,000;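 active = plate z-score of nuclear minus cytoplasmic receptor signal below a set negative limit, without overly bright fluorescence or cell loss, cut at about -3.5 in these data, passing the limit was not always enough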;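 note: z-score of nuclear minus cytoplasmic ring GR-EGFP intensity difference per well; some compounds called inactive have numbers as strong as hits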
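Buffer or medium: Induction medium lacking tetracycline, stripped serum | Also added: Dexamethasone agonist, 1.0 µM final, for 30 min | Timing: 48 h induction, 1 h compound, 30 min dex at 37 °C | Detection: Formaldehyde fixation, Hoechst nuclear stain, 10x automated fluorescence imaging | Measure: Nuclear versus cytoplasmic GR-EGFP signal, averaged per well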
XIAP antagonists = XIAP antagonists, biochemical, IAP family, fluorescence polarization (AID 1018); XIAP BIR domain, fluorescence polarization peptide displacement; higher % means a stronger effect; one-dose displacement, % at 20 µM; IC50 in µM for titrated hits; hit rate 0.007% among 200,000; in the data active = displacement above about 50%; note: a part of the inactive calls stands beside numbers as strong as those of hits
MT stabilizer = microtubule stabilization, imaging screen; % tubulin-high responders, % at 10 µM; HeLa tubulin immunostaining HCS, 24 h; share of cells brighter than vehicle mean+2SD; hit rate 0.83% among 200,000;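 active = plate Z-score above 3 for both tubulin-high and condensed-nucleus cell shares, with cell loss under 80%, at 10 µM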;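 note: anti alpha tubulin signal scored within the nucleus-defined area of each cell; some results filed as inactive read as strong as hits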
CSM14.1 death rescue = protection against thapsigargin-triggered cell killing – 384-well, CSM14.1, ATP luminescence, primary screen (AID 1222) | CSM14.1 thapsigargin-induced death rescue, ATP luminescence; higher % means a stronger effect | cellular ATP content (survival), % at 20 µM; hits with a dose series show EC50 in µM | 190,000 tested, under 10 active;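 active = EC50 below 50 µM in the dose-response confirmation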;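 note: death triggered by thapsigargin at about 15 µM added after 2 h compound pretreatment; cell ATP read after overnight thapsigargin exposure of roughly 18 to 22 hours; normalized against plate controls of thapsigargin alone and 5% DMSO vehicle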
Autophagy HCS = modulators of autophagy; calls only at 10 µM (by protocol); MEF GFP-LC3 puncta imaging; test concentration mostly 10 µM; AID 463193; hit rate 0.98% among 190,000;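 active = percentage of spot-positive cells more than 3 SD above its plate mean, without a fluorescence outlier flag or 80% toxicity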;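 note: spot-positive cell cutoff set from DMSO-treated cells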
Lipid droplet = modulators of hepatic lipid droplet formation; AML12 mouse hepatocytes, oleate lipid droplets, BODIPY imaging; inhibition, % at 6.5 µM; hit rate 0.4% among 240,000;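 active = lipid droplet intensity inhibited by at least 50%, with more than 500 cells counted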
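Technique: fluorescence imaging, 20x objective, two fields per well / Assay system: AML12 hepatocytes (mouse) / Measure: % inhibition of lipid droplet signal / Doses: 6.5 µM single-point dosing / Incubation: overnight exposure / Reagent: 100 µM oleic acid challenge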
Insulin prom up = MIN6 insulin promoter up-regulation; AID 1625; MIN6 insulin promoter-GFP reporter, high-content imaging; active compounds read high; hit rate 0.3% among 190,000; z-score at 5 µM;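 active = z-score above 3 at 5 µM with at least 500 cells counted in the well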
b-catenin transl = modulators of beta-catenin nuclear translocation | HeLa beta-catenin nuclear translocation, immunofluorescence imaging | nuclear translocation activity, % at 5 µM | hit rate 0.3% among 190,000 | AID 1665;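 active = nuclear translocation activity above 50% at 5 µM, with a well cell count of 50 or more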;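 note: per-cell ratio of nuclear to cytoplasmic median beta-catenin stain intensity; plate controls were DMSO negative control for no effect and GSK-3 inhibitor IX positive control for full effect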
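test system = HeLa cells, endogenous beta-catenin | dosing = single 5 µM dose plus 0.02–20 µM confirmation series | times = compound treatment 24 h, 37°C, 5% CO2 | technique = beta-catenin immunofluorescence imaging with DAPI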
WT yeast gro inh mutant strain = further read-out of WT yeast gro inh, marked with its call; inhibition, %; mitochondrial fusion phenotypic screen, mutant strain inhibition
Dynein cargo inh cytoplasmic EGFP = second read-out of Dynein cargo inh, no call of its own (marks repeat the call); z-score; measured here: cytoplasmic GR-EGFP intensity; active compounds read high
Dynein cargo inh nuclear GR-EGFP = recorded beside Dynein cargo inh, whose call it bears; z-score; measured here: nuclear GR-EGFP intensity;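 lower value marks the stronger effect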
Dynein cargo inh cell count = also measured in Dynein cargo inh; calls as there; z-score; measured here: cell count per field
Insulin prom up cell count = also measured in Insulin prom up; calls as there; cell count; measured here: cytotoxicity, nuclei count;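 total cells summed across four imaged fields per well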
Lipid droplet cells 6.5 µM = also measured in Lipid droplet; calls as there; cell count; measured here: cell count, cytotoxicity flag;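 cells counted across two imaged fields per well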
b-catenin transl cell count 5 µM = recorded beside b-catenin transl, whose call it bears; cell count; measured here: cell count, cytotoxicity flag
MT stabilizer Hoechst-high % = further read-out of MT stabilizer, marked with its call; % Hoechst-high responders; measured here: nuclear condensation Hoechst responders;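 share of cells brighter than vehicle mean plus two SD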
MT stabilizer cytotoxicity % = recorded beside MT stabilizer, whose call it bears; toxicity, %; measured here: cytotoxicity by cell density;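 0% = mean cell density of plate MIN control wells and 100% = no cells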
Autophagy HCS cell loss 18 h = further read-out of Autophagy HCS, marked with its call; toxicity, %; measured here: cell loss, nuclei count;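 cell loss after 18 h compound exposure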
Numbers without * were called inactive; i = inactive; / = no result given; + = active, no number. This is a random part of the collection (roughly 4% active in at least one column).

SMILES	WT yeast gro inh	WT yeast gro inh mutant strain	Dynein cargo inh	Dynein cargo inh cytoplasmic EGFP	Dynein cargo inh nuclear GR-EGFP	Dynein cargo inh cell count	XIAP antagonists	MT stabilizer	MT stabilizer Hoechst-high %	MT stabilizer cytotoxicity %	CSM14.1 death rescue	Autophagy HCS	Autophagy HCS cell loss 18 h	Lipid droplet	Lipid droplet cells 6.5 µM	Insulin prom up	Insulin prom up cell count	b-catenin transl	b-catenin transl cell count 5 µM
CCn1cc(S(=O)(=O)N2CCN(Cc3cccc(Cl)c3)CC2)cn1	16	2	1.9	-0.0079	1.4	-1.6	-2.6%	5.7	1.6	3.2	1.4%	i	37	10	667	0.39	1666	-0.9	1052
COC(=O)[C@@]1(Cc2ccc(OC)cc2)[C@H]2c3cc(C(=O)N4CCCC4)n(CCN4CCNC4=O)c3C[C@H]2CN1C(=O)c1ccccc1	6	-10	-0.86	0.2	-0.058	0.78	-9.9%	5.0	1.2	6.9	-1.8%	i	-15	-2	693	0	584	-0.5	529
COc1ccc2cc(C3CC(c4ccco4)=NN3C(=O)CCC(=O)O)c(Cl)nc2c1 (stereo not drawn)	6	-23	-0.54	-0.29	-0.69	0.82	-6.9%	1.8	1.6	5.6	-2.4%	i	-3	13	676	/	/	0.0	1004
COc1ccc(N2CCN(C(=O)CCCn3c(=O)[nH]c4cc(Cl)ccc4c3=O)CC2)cc1	10	9	-0.13	-0.21	-0.23	0.16	-1.9%	1.3	1.8	21	-1.4%	i	-7	7	838	0.01	810	/	/
O=C(O)CCCCCN1C(=O)/C(=C\c2cn(-c3ccccc3)nc2-c2cccs2)SC1=S	/	/	0.19	-0.21	0.11	0.47	/	/	/	/	/	/	/	-23	711	-1.7	997	-0.6	1163
FC(F)(F)c1ccc(N=Cc2sc(N3CCOCC3)nc2-c2ccccc2)cc1	4	7	-0.33	-0.087	-0.03	-0.91	-0.4%	8.4	1.9	6.9	3.5%	i	5	-3	674	-0.24	1453	-2.0	1175
Cc1nnc(SCC(=O)c2c(N)n(C)c(=O)n(C)c2=O)n1Cc1ccccc1	-4	6	-0.11	1.2	0.97	-0.54	1.8%	5.4	1.8	2.9	0.3%	i	6	/	/	-0.88	1241	-0.7	1130
O=C(NC(=S)Nc1ccc(N2CCOCC2)cc1)c1cncc(Br)c1	21	12	2.8	-0.28	2	-0.94	-24%	2.7	1.4	3.1	-0.6%	i	-12	4	655	0.18	1258	-0.4	1003
CC(C)CC(=O)c1c[nH]c(C(=O)NCCCn2ccnc2)c1	-20	-25	/	/	/	/	-9.1%	0.4	2.3	8.0	-1.6%	i	12	6	554	1.4	1899	-2.4	1115
O=C(c1cc2c(s1)-c1ccccc1OC2)N1CCCC1	64	79	-0.46	-0.23	-0.15	0.23	-5.1%	2.2	3.8	0.1	3.3%	i	9	/	/	-0.25	929	/	/
O=C(Oc1ccc2ccc(OC(=O)N3CCCCCC3)cc2c1)N1CCCCCC1	22	-11	2.2	-0.21	1	-1.5	-6.2%	2.6	2.6	0.1	-1.5%	i	8	3	449	/	/	-0.2	893
Cc1cc(NC2C3CC4CC(C3)CC2C4)n2nnnc2n1 (stereo not drawn)	0	-2	0.89	-0.21	0.17	-0.42	-5.8%	2.4	2.2	10	-1.5%	i	9	/	/	0.14	1249	-2.2	883
CCOC(=O)c1cc(C)sc1NC(=S)Nc1ccccc1	36	3	1.8	0.26	0.93	-0.61	-10%	2.6	2.1	6.4	2.6%	i	-6	-4	719	0.5	783	-6.5	979
Clc1ccc(-[n+]2c(-c3cccc(Br)c3)[nH]c3nc4ccccc4nc32)cc1	/	/	-0.37	-0.24	-0.22	0.68	/	/	/	/	/	/	/	6	672	-0.33	973	-1.7	1369
Cc1onc(-c2ccccc2)c1C(=O)N1CCCN(C(=O)c2c(-c3ccccc3)noc2C)CC1	13	12	0.032	-0.2	0.6	1.8	-5.6%	3.2	1.3	26	-2.3%	i	-5	-1	722	/	/	/	/
CC(=O)c1ccccc1OCC(O)CN1CCN(C(c2ccccc2)c2ccccc2)CC1 (stereo not drawn)	4	-3	0.074	-0.25	0.13	-0.08	-14%	1.5	2.3	8.6	-1.2%	i	-9	-12	595	0.35	1869	-0.2	1091
O=S(=O)(c1ccc2c(c1)OCCO2)N1CCC(n2nnc3cc(F)ccc32)CC1	-5	-7	-0.82	-0.26	-1	-0.054	-7.0%	2.2	1.2	4.8	-0.2%	i	-2	0	776	-0.96	939	0.5	1013
CCn1c(NC2CCCCC2)nc2ccccc21	2	-6	-0.63	0.025	-0.21	-0.49	-12%	2.0	2.4	5.6	1.3%	i	5	1	780	-0.9	1437	1.3	1146
CCOc1ccccc1NC(=O)C1CCN(C(=O)c2cccs2)CC1	-1	-14	-1.2	-0.32	-1	1.1	-1.1%	2.8	1.3	2.2	0.4%	+	7.9*	0	667	0.02	1471	1.5	1521
C=CCNS(=O)(=O)CC12CCC(CC1=O)C2(C)C (stereo not drawn)	-15	16	-0.22	-0.3	-0.36	-0.46	-6.1%	0.3	1.4	1.7	0.2%	i	6	-2	722	-0.3	1094	/	/
CC(C)CC1(C)N=C(c2ccccc2)C(=S)N1 (stereo not drawn)	-9	-44	-0.62	-0.29	0.029	0.46	-2.3%	2.6	0.9	3.7	-0.1%	i	-13	13	659	0.37	1234	-1.1	1046
Cc1nnc(SCc2ccc(Cl)c(Cl)c2)s1	5	19	-0.49	-0.26	-0.27	0.5	-6.6%	5.0	1.8	8.0	3.2%	i	-24	-5	708	-0.19	1387	-1.6	937
COc1ccc(-n2c(O)c(C=Nc3ccccc3)c3ccccc3c2=O)cc1OC	/	/	0.39	-0.29	0.054	0.23	/	/	/	/	/	/	/	12	737	-0.14	1456	-1.3	1147
O=C(c1ccc2ccccc2n1)N1CCN(c2ccccc2O)CC1	-3	-7	1.1	-0.12	0.55	-0.62	-6.0%	4.0	2.4	5.2	-1.6%	i	-5	/	/	0.99	1277	-3.0	774
CC(=O)N1N=C(c2ccc(C)o2)CC1c1ccc(F)cc1 (stereo not drawn)	0	4	-0.097	-0.26	0.099	0.89	-16%	5.1	2.9	11	7.5%	i	2	1	686	0.25	1476	-0.4	1146

(continued)
SMILES	WT yeast gro inh	WT yeast gro inh mutant strain	Dynein cargo inh	Dynein cargo inh cytoplasmic EGFP	Dynein cargo inh nuclear GR-EGFP	Dynein cargo inh cell count	XIAP antagonists	MT stabilizer	MT stabilizer Hoechst-high %	MT stabilizer cytotoxicity %	CSM14.1 death rescue	Autophagy HCS	Autophagy HCS cell loss 18 h	Lipid droplet	Lipid droplet cells 6.5 µM	Insulin prom up	Insulin prom up cell count	b-catenin transl	b-catenin transl cell count 5 µM
Cc1nc(SCC(=O)Nc2ccc(F)cc2)c2oc3ccccc3c2n1	-10	8	-0.37	0.042	-0.29	0.76	-2.1%	1.4	1.4	11	-2.2%	i	-8	2	763	-0.6	1001	-3.1	1163
CN(Cc1nc(-c2cccnc2)no1)S(=O)(=O)c1ccccc1	-3	-3	0.78	-0.27	0.23	0.41	-1.4%	2.5	2.2	2.9	/	i	4	-4	723	-0.07	1237	/	/
CCc1ccc(/C=C2\Oc3cc(OS(C)(=O)=O)ccc3C2=O)cc1	5	-6	0.72	-0.25	0.13	-0.28	-3.8%	2.3	2.1	1.5	-0.1%	i	-2	-3	579	0.35	1528	-2.2	1082
Cc1nc(NC2=NCN(Cc3ccccc3)CN2)nc2ccccc12	/	/	/	/	/	/	-6.9%	/	/	/	-4.8%	/	/	/	/	-0.46	1161	-0.1	889
COc1cc(C(=O)NC(=S)Nc2ccc3oc(=O)ccc3c2)cc(OC)c1OC	9	15	-0.15	-0.13	0.37	0.33	-3.5%	2.3	1.9	4.2	-1.7%	i	19	/	/	-0.24	1347	1.6	1356
CC(/C=C/c1ccccc1)=N\Nc1nc(C)cc(C)n1	37	17	1.3	-0.12	1.2	-1.2	-6.0%	3.2	1.2	7.1	-3.1%	i	3	-21	737	-0.71	921	-1.2	483
O=C(c1cc([N+](=O)[O-])ccc1N1CCCC1)N1CCCCC1	5	-10	1.8	0.45	1.1	-1.4	-3.3%	3.3	1.5	1.6	-1.1%	i	13	9	702	0.04	1509	1.0	1384
C(=N\Nc1nc(-c2ccccc2)cs1)/c1ccncc1	28	26	1.5	-0.13	0.74	-0.64	-2.0%	0.8	1.1	3.7	0.3%	i	3	4	662	0.02	1376	-0.8	1032
CN(c1ccc(OCC(=O)OCC(=O)Nc2ccc(F)cc2)cc1)S(=O)(=O)c1ccc(Cl)cc1	-2	8	-0.33	-0.2	-0.2	-0.23	-5.2%	2.5	1.1	10.0	0.3%	i	-4	-22	534	-0.22	1500	0.5	1036
CCN1C(=O)c2ccc(-c3nc4ccccc4c(=O)o3)cc2C1=O	7	6	-1.2	-0.16	-0.4	0.66	-1.7%	4.5	1.2	10.0	-4.7%	i	3	3	716	-0.18	1375	-2.8	1188
